High-throughput results as filed in PubChem.
DUSP3 inh – inhibitors of human VHR1 phosphatase (DUSP3); P51452; recombinant VHR phosphatase, colorimetric substrate read-out; inhibition, % at 20 µM; 50,000 tested, 0.7% active; in the data active means inhibition above about 60%; further: some results filed as inactive read as strong as hits
Target sequence (P51452 whole entry, looked up): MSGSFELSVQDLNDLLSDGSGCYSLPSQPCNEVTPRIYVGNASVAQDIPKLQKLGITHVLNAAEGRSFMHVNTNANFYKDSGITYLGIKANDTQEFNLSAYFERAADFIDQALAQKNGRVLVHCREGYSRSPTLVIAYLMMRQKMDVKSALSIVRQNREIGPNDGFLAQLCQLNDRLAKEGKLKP
An asterisk follows results filed as active; & = joins results of further samples.

What do the screens show for `O=C(CSc1nc2ccccc2s1)N=Nc1c(O)n(CN2CCCC2)c2ccccc12`?
DUSP3 inh: 42

What do the screens show for `Nc1nonc1-c1nc2ccccc2n1Cc1ccccc1Cl`?
DUSP3 inh: -12

What do the screens show for `CC1=CC(C)(C)N(C(=O)CN2C(=O)c3ccccc3C2=O)c2cc(C)ccc21`?
DUSP3 inh: -20

How did COc1ccc(CNC(=O)c2cc3nc(-c4ccc([N+](=O)[O-])cc4)cc(C(F)(F)F)n3n2)cc1 do in these assays?
DUSP3 inh: 14

How did O=C(c1ccc2c(c1)OCO2)N1CCC(CN2C(=O)c3cccc4cccc(c34)C2=O)CC1 do in these assays?
DUSP3 inh: -29

How did COc1cc(C2NC(=S)NC(C)=C2C(=O)Nc2ccccc2)ccc1O (stereo unspecified) do in these assays?
DUSP3 inh: 50

How did O=C(Oc1nn(-c2ccccc2)cc1C(=O)c1ccccc1)c1ccccc1 do in these assays?
DUSP3 inh: -16

What do the screens show for `O=c1oc(-c2cccs2)nc2ccc(Cl)cc12`?
DUSP3 inh: 4

What do the screens show for `CCOC(=O)Nc1ccc(S(=O)(=O)Nc2ncccn2)cc1`?
DUSP3 inh: -3

How did CS(=O)(=O)N(CC(=O)Nc1cccc(Br)c1)c1ccc(Cl)cc1 do in these assays?
DUSP3 inh: -9

How did Cc1cc(Cl)ccc1OCC(=O)N(CC(C)C)CC(C)C do in these assays?
DUSP3 inh: 1

Results for CN1CCN(C2CC(=O)N(c3ccc(Cl)c(Cl)c3)C2=O)CC1 (stereo unspecified) ?
DUSP3 inh: -10

How did COC(=O)c1sccc1NC(=O)c1cc(-c2ccccc2Cl)nc2ccccc12 do in these assays?
DUSP3 inh: 6

Results for COc1ccc(-c2c(C(=O)O)nc3ccccc3c2C(=O)O)cc1 ?
DUSP3 inh: -17

Results for O=C(NC(c1ccccc1)c1ccc2cccnc2c1O)c1ccccc1 (stereo unspecified) ?
DUSP3 inh: 15

How did Cc1cccc(OCC(=O)Nc2cccc(Cl)c2Cl)c1 do in these assays?
DUSP3 inh: -18

How did O=S(=O)(c1ccc2c(c1)OCCO2)N1CCCCC1 do in these assays?
DUSP3 inh: -32

Results for COc1cc(Cl)ccc1NC(=O)c1cnn2c(C(F)(F)F)cc(-c3ccco3)nc12 ?
DUSP3 inh: -11

What do the screens show for `CCOC(=O)c1ccc(NC(=O)CN2C(=O)/C(=C/c3ccc(C)cc3)SC2=S)cc1`?
DUSP3 inh: -30

What do the screens show for `COc1cccc(C(=O)N2CCN(C3CCN(Cc4ccccc4)CC3)CC2)c1OC`?
DUSP3 inh: -16

What do the screens show for `CCOC(=O)/C=C/CSc1nc2sc3c(c2c(=O)[nH]1)CCCC3`?
DUSP3 inh: -2

How did CC(C)=C1C(=O)NN(c2ccc(C)c(Cl)c2)C1=O do in these assays?
DUSP3 inh: 0

What do the screens show for `NS(=O)(=O)c1ccc(NC(=O)Nc2cccc(Cl)c2)cc1`?
DUSP3 inh: -1

Results for O=C(CC(=O)c1ccccc1)CC(=O)c1ccccc1 ?
DUSP3 inh: -14

What do the screens show for `O=C(Cc1ccc(Cl)cc1)NNC(=O)c1cccnc1`?
DUSP3 inh: -22

What do the screens show for `CC(=O)Nc1cc(C23CC4CC(CC(C4)C2)C3)ccc1C`?
DUSP3 inh: -4

Results for Cc1c(C(=O)Nc2ccc(I)cc2Cl)oc2ccccc12 ?
DUSP3 inh: -4

What do the screens show for `O=C(Nc1ccc(S(=O)(=O)N2CCc3ccccc32)cc1)c1ccccc1[N+](=O)[O-]`?
DUSP3 inh: -20

What do the screens show for `CCOc1ccc(C(=O)NCC2(C)CC(NC(=O)c3ccc(OCC)cc3)CC(C)(C)C2)cc1` (stereo unspecified)?
DUSP3 inh: -26

What do the screens show for `CN(C)c1cccc(C(=O)Nc2cc(Cl)ccc2Cl)c1`?
DUSP3 inh: -65

Results for O=C1C(=O)N(c2cccc(Br)c2)C(c2ccccc2)/C1=C(/O)c1ccccc1 (stereo unspecified) ?
DUSP3 inh: 2

How did C/C(=N\N=C1\NC(=O)C(CC(=O)NCc2ccccc2)S1)C(C)C (stereo unspecified) do in these assays?
DUSP3 inh: 10

What do the screens show for `O=C(/C=C/c1cc(Br)cs1)Nc1cccc(C(F)(F)F)c1`?
DUSP3 inh: -16

Results for COc1cc(OC)c(/C=N/n2c(C)nnc2C)c(OC)c1 ?
DUSP3 inh: -20

How did CCCCOC(=O)c1cccc(NC(=O)c2c(-c3ccccc3Cl)noc2C)c1 do in these assays?
DUSP3 inh: 6

Results for CCOC(=O)C1=C(c2ccccc2)N=C2SCC(=O)N2C1c1cccc(OC)c1OC (stereo unspecified) ?
DUSP3 inh: -2

In the list so far, four have a thiophene ring, fused or not.
What do the screens show for `O=c1oc(-c2cccs2)nc2ccc(Cl)cc12`?
DUSP3 inh: 4

How did COC(=O)c1sccc1NC(=O)c1cc(-c2ccccc2Cl)nc2ccccc12 do in these assays?
DUSP3 inh: 6

What do the screens show for `CCOC(=O)/C=C/CSc1nc2sc3c(c2c(=O)[nH]1)CCCC3`?
DUSP3 inh: -2

What do the screens show for `O=C(/C=C/c1cc(Br)cs1)Nc1cccc(C(F)(F)F)c1`?
DUSP3 inh: -16

Other compounds follow:
How did COc1ccc(CC(=O)Nc2ccc(Br)c(C)c2)cc1 do in these assays?
DUSP3 inh: 1

How did CN(Cc1ccccc1)Cn1[nH]c(=O)ccc1=O do in these assays?
DUSP3 inh: -12

Results for Nc1ccc2c(c1)C1C=CCC1C(c1ccc([N+](=O)[O-])cc1)N2 (stereo unspecified) ?
DUSP3 inh: -16

How did Cc1cc(=O)[nH]c(SCC(=O)Nc2ccc(Cl)cc2)n1 do in these assays?
DUSP3 inh: -10

How did COC12CCCCC1OC1(OC)CCCCC1O2 (stereo unspecified) do in these assays?
DUSP3 inh: -28

How did Nc1cccc(-n2nncc2-c2ccccc2)c1 do in these assays?
DUSP3 inh: -55

What do the screens show for `Cc1cccnc1NC(=O)COc1ccc(Br)cc1`?
DUSP3 inh: 0

What do the screens show for `COc1cccc(CN2CCN(Cc3cc(OC)ccc3OC)CC2)c1`?
DUSP3 inh: 10

How did Cc1ccc(C)c(S(=O)(=O)Nc2ccc(Cl)cc2)c1 do in these assays?
DUSP3 inh: 0

Results for CC1(C)Cc2ccccc2-c2nnc(-c3cccnc3)n21 ?
DUSP3 inh: -19&-12

What do the screens show for `O=C(CCN1C(=O)S/C(=C\c2ccccc2)C1=O)N1CCCCC1`?
DUSP3 inh: -17

Results for COC(=O)C1=C(C)NC(=O)/C1=C\c1ccc(C(=O)O)cc1 ?
DUSP3 inh: -2

What do the screens show for `O=C(NCCc1ccc(F)cc1)C(=O)NCC1CCCO1` (stereo unspecified)?
DUSP3 inh: -9

How did C/C(=N\N=C1\NC(=O)C(CC(=O)Nc2ccc([N+](=O)[O-])cc2)S1)c1ccc(F)cc1 (stereo unspecified) do in these assays?
DUSP3 inh: 2

How did O=C(/C=C/c1ccccc1)NC(=S)Nc1ccccc1 do in these assays?
DUSP3 inh: -8

How did Ic1ccc(-c2nc(-c3ccncc3)no2)cc1 do in these assays?
DUSP3 inh: -7

Results for Nc1nonc1C(=O)OCc1ccc(Cl)cc1Cl ?
DUSP3 inh: -35

How did COc1ccc2oc(-c3ccccc3C)cc(=O)c2c1 do in these assays?
DUSP3 inh: -3

How did CC(Cc1ccccc1)NC(=O)/C=C/c1ccccc1 (stereo unspecified) do in these assays?
DUSP3 inh: -22

What do the screens show for `O=C(CCN1CCCCC1)N/N=C/c1ccc(Br)cc1`?
DUSP3 inh: -10

Results for Cc1cccc(OC(=O)NCCOC(=O)N(O)c2ccc(Cl)cc2)c1 ?
DUSP3 inh: -20

What do the screens show for `CC(C)NC(=O)C(=O)NCc1ccccn1`?
DUSP3 inh: -6

Results for CC1=CC(c2ccccc2)=Nc2ccc(C)cc2N1 ?
DUSP3 inh: -46

What do the screens show for `CCOc1cc(/C=C2/SC(=S)N(C)C2=O)ccc1OS(=O)(=O)c1ccc(C)cc1`?
DUSP3 inh: -4

Results for O=C(COc1ccc(Br)cc1)Nc1ccccc1CO ?
DUSP3 inh: -11

What do the screens show for `C(=C\c1nnc(-c2ccccc2)o1)/c1ccccc1`?
DUSP3 inh: -12

What do the screens show for `Cc1ccnc(NS(=O)(=O)c2ccc(F)cc2)c1`?
DUSP3 inh: -2

What do the screens show for `COCCNC(=O)/C=C/c1ccc2c(c1)OCO2`?
DUSP3 inh: -16

What do the screens show for `O=C(Cc1ccccc1)N/N=C/c1ccc2ccccc2c1`?
DUSP3 inh: -2

How did O=C(Nc1ccc(S(=O)(=O)N2CCCC2)cc1)c1ccc([N+](=O)[O-])cc1 do in these assays?
DUSP3 inh: -8

Results for Cc1ccc(OC(=O)C(C)N2C(=O)c3ccccc3C2=O)cc1C (stereo unspecified) ?
DUSP3 inh: -38

Results for CC(=O)NC(NC(C)=O)c1ccccc1 ?
DUSP3 inh: -37

How did Cc1ccc(S(=O)(=O)N2CCN(Cc3ccc(Br)cc3)CC2)cc1 do in these assays?
DUSP3 inh: -17

Results for CCOc1ccc(C(=S)N2CCOCC2)cc1 ?
DUSP3 inh: 6

How did O=[N+]([O-])c1ccc2c(c1)C1C=CCC1C(c1ccccc1Cl)N2 (stereo unspecified) do in these assays?
DUSP3 inh: -6

Results for Cc1sc(C2C(C#N)=C(N)OC3=C2C(=O)CC(C)(C)C3)cc1[N+](=O)[O-] (stereo unspecified) ?
DUSP3 inh: -13

2 consecutive records out of the list so far, for reference:
How did O=[N+]([O-])c1ccc2c(c1)C1C=CCC1C(c1ccccc1Cl)N2 (stereo unspecified) do in these assays?
DUSP3 inh: -6

Results for Cc1sc(C2C(C#N)=C(N)OC3=C2C(=O)CC(C)(C)C3)cc1[N+](=O)[O-] (stereo unspecified) ?
DUSP3 inh: -13

(list continues)
How did Cc1ccc(OCC(=O)NC2CC(C)(C)NC(C)(C)C2)c(Br)c1 do in these assays?
DUSP3 inh: 4

How did COc1ccccc1N1CCN(C(=O)c2cccc(C)c2)CC1 do in these assays?
DUSP3 inh: -9

Results for CC1=C(C(=O)Nc2ccc(Cl)cc2)C(c2cccs2)NC(=S)N1 (stereo unspecified) ?
DUSP3 inh: 0

Results for NS(=O)(=O)c1ccc(CCNC2CC(=O)N(c3ccc(I)cc3)C2=O)cc1 (stereo unspecified) ?
DUSP3 inh: -13

What do the screens show for `O=C1/C(=C\c2ccc(-c3ccc([N+](=O)[O-])cc3Br)o2)SC(=S)N1c1ccccc1`?
DUSP3 inh: -17

Results for O=C(Nc1ccc(NC(=O)c2cccc(F)c2)cc1)c1ccc(Br)cc1 ?
DUSP3 inh: -3

What do the screens show for `CC1=C(C)CC2C(=O)N(c3ccc(N4CCCCC4)cc3)C(=O)C2C1` (stereo unspecified)?
DUSP3 inh: 26

Results for Cc1ccc(SCCOc2ccc(/C=C3/SC(=S)N(C)C3=O)cc2)cc1 ?
DUSP3 inh: -10

How did O=C(Nc1c(C(=O)Nc2cccc(Cl)c2)cnn1-c1ccccc1)c1ccccc1Cl do in these assays?
DUSP3 inh: 17

Results for Cc1ccc2nsnc2c1NC(=O)S(=O)(=O)c1ccccc1 ?
DUSP3 inh: -8

How did CC(C)COc1ccc2[nH]c3c(c2c1)CCC/C3=N\N do in these assays?
DUSP3 inh: 13

Results for Cc1cc(C)cc(NC(=O)c2sc3ccccc3c2Cl)c1 ?
DUSP3 inh: 6

Reprinted at random: 5 records from the list, in no set order.
How did COc1ccccc1N1CCN(C(=O)c2cccc(C)c2)CC1 do in these assays?
DUSP3 inh: -9

Results for CC1=C(C(=O)Nc2ccc(Cl)cc2)C(c2cccs2)NC(=S)N1 (stereo unspecified) ?
DUSP3 inh: 0

Results for NS(=O)(=O)c1ccc(CCNC2CC(=O)N(c3ccc(I)cc3)C2=O)cc1 (stereo unspecified) ?
DUSP3 inh: -13

How did O=C(Nc1c(C(=O)Nc2cccc(Cl)c2)cnn1-c1ccccc1)c1ccccc1Cl do in these assays?
DUSP3 inh: 17

Results for Cc1ccc2nsnc2c1NC(=O)S(=O)(=O)c1ccccc1 ?
DUSP3 inh: -8

Further records follow:
How did Cc1ccc(-c2nc3ccccc3o2)cc1NC(=S)NC(=O)c1ccco1 do in these assays?
DUSP3 inh: -5

How did CCc1ccccc1NC(=O)c1c(NC(=O)c2ccco2)sc2c1CCCC2 do in these assays?
DUSP3 inh: -5

How did Cc1ccc2nc(NC(=O)CSc3nc(C)cc(=O)[nH]3)sc2c1 do in these assays?
DUSP3 inh: -13

How did C1=C=CC(OCCOc2ccc(/C=N/n3cnnc3)cc2)=CC=1 do in these assays?
DUSP3 inh: -16

What do the screens show for `COc1cc2cc(C(N)=O)c(N)nc2cc1OC`?
DUSP3 inh: 88

What do the screens show for `CCc1ccccc1NC(=O)CN(c1ccc(C(C)C)cc1)S(=O)(=O)c1ccccc1`?
DUSP3 inh: -21

How did Cc1oc2ccccc2c1/C=N/n1cnc2sc3c(c2c1=O)CCCC3 do in these assays?
DUSP3 inh: 14

What do the screens show for `CCC(Oc1ccccc1)C(=O)NCc1ccccc1` (stereo unspecified)?
DUSP3 inh: 1

Results for CC1CCN(C(=O)c2ccc(N3C(=O)c4ccccc4C3=O)cc2)CC1 ?
DUSP3 inh: -19

How did CC(C)(C)NC(=O)c1cccc(N2C(=O)c3cccc([N+](=O)[O-])c3C2=O)c1 do in these assays?
DUSP3 inh: 6

What do the screens show for `Cc1cc(Cl)ccc1OCC(=O)Nc1sc(C)c(C)c1C(N)=O`?
DUSP3 inh: 15

Results for O=S(=O)(c1ccc(NC(=S)Nc2ccccc2)cc1)N1CCCCC1 ?
DUSP3 inh: -5

How did CCOc1ccc(N(CC(N)=O)S(C)(=O)=O)cc1 do in these assays?
DUSP3 inh: 8

How did O=C(Nc1cccc(Cl)c1)/C(=C\c1ccco1)NC(=O)c1cccs1 do in these assays?
DUSP3 inh: 12

How did CCOc1cc(OCC)cc(C(=O)Nc2cccc([N+](=O)[O-])c2)c1 do in these assays?
DUSP3 inh: -21

Results for O=C1C(=O)N(c2ccccn2)C(c2cccc(Cl)c2)/C1=C(\O)c1ccc(Cl)cc1 (stereo unspecified) ?
DUSP3 inh: -11

What do the screens show for `COc1ccc(CNCc2ccc3ccccc3c2)cc1OC`?
DUSP3 inh: -6

What do the screens show for `O=C(c1cc(-c2ccc(Br)cc2)nc2ccccc12)N1CCCCC1`?
DUSP3 inh: -8

Results for COc1ccc(NC(=O)/C=C/c2cccc([N+](=O)[O-])c2)cc1 ?
DUSP3 inh: -2

Results for Cc1c(NC(=O)c2ccco2)cccc1-c1nc2ncccc2o1 ?
DUSP3 inh: 22

Results for COc1ccc(-c2nc3sc4c(c3c(=O)[nH]2)CCCC4)cc1C ?
DUSP3 inh: 61*

Not all compounds are listed (hit frequency here may not be typical).
